Bioassay records: PubChem BioAssay, National Center for Advancing Translational Sciences (NCATS)
GALK inh – blocks human galactokinase activity. hit rate 0.007% among 270,000. Purified GALK, Kinase-Glo residual ATP luminescence. P51570. Potency, µM (highest dose often 57.5 µM), for the others: top-dose activity change, negative = inhibition, most hits filed as inhibitors; further: potency means the concentration at half of the fitted maximal effect; on the % scale 0 is the no-effect control and ±100 the full control effect
Target sequence (P51570 whole entry, looked up): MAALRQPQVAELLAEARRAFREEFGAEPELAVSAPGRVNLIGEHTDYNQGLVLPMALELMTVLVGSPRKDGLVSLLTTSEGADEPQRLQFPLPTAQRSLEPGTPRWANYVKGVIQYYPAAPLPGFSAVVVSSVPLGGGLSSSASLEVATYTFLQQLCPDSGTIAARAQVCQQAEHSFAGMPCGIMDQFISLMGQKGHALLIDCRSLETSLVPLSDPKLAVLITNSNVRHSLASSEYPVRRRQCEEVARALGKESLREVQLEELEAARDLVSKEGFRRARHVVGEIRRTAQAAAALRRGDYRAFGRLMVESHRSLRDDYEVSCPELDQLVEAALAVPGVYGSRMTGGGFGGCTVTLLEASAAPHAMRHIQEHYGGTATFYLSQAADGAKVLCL
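Quantitative HTS: GALK 5 nM, ATP 35 uM, galactose 100 uM, 1 h room temperature, then luciferase-based ATP detection.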
Chronic BCR inh – chronic active BCR signaling inhibition. Potency, µM (titrated, usually from 46.1 µM), for inactives: at the highest dose ratio change, negative = lower green/red ratio, usual class: inhibitors. AID 493014. hit rate 0.05% among 340,000. ABC-DLBCL IkBa-CBG/CBR reporter, luminescence ratio, 4 h; active means well fitted inhibition curve with a large enough effect in the signal ratio, with a control signal flat, not every such curve was filed as active; inconclusive means small, poorly fitted or top-dose-only effect, or effect the other way, or a change in a side signal; the % refers to the signal ratio;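 further: potency means the concentration at half of the fitted maximal effect; plate controls were basal doxycycline-induced cells for no effect and cells given 10 µM MG132 for full effect; MG132 reads +100%, hits lower the ratio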
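TMD8 ABC-DLBCL cells carrying doxycycline-inducible green luciferase fused to IkappaBalpha plus unfused red luciferase were exposed to compounds (up to 46 uM) for 4 hrs at 37C. Activity came from the overlap-corrected green/red luminescence ratio.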
Tb PFK block – inhibitors of T. brucei phosphofructokinase; O15648; T. brucei PFK, ADP-Glo luminescence; Potency, µM (doses to about 57.5 µM), without a hit: at the highest dose activity, negative = inhibition, actives largely listed as inhibitors; hit rate 0.17% among 330,000; AID 485367;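 further: potency means the concentration at half of the fitted maximal effect; 0% = uninhibited 1x PFK enzyme wells and -100% = no-enzyme wells; nearly all actives have a fitted effect of over 60% in size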
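1.25 nM PFK with 0.5 mM F6P and 0.1 mM ATP in 0.1 M TEA pH 8.0, 5 mM MgCl2, incubated 45 min at room temperature; ADP measured by ADP-Glo luminescence; compounds titrated up to 57 uM.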
PKM2 act – increases activity of human pyruvate kinase M2 | hit rate 0.34% among 260,000 | purified PKM2, Kinase-Glo ATP luminescence, activation; response scale: 0% is enzyme alone, no compound | P14618 | Potency, µM (top dose mostly 57.5 µM), for the others: at the top dose activation, hits mostly activators; further: potency means the concentration at half of the fitted maximal effect; on the % scale 0 is the no-effect control and ±100 the full control effect; nearly all actives have a fitted effect of over 55% in size
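Purified hPK-M2 (>95% pure) converted ADP (0.1 mM final) to ATP with 0.5 mM PEP in 50 mM imidazole pH7.2, KCl, MgCl2, Tween 20, BSA; 1 h at room temperature. ATP detected by Kinase-Glo luminescence.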
Giardia killer – Giardia lamblia killing | hit rate 0.15% among 340,000 | activity change, % at 7.66 µM, hits read low | Giardia lamblia trophozoite viability; in the data active means activity change below about -80%; inconclusive means between about -30% and that limit;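 further: parasites exposed to compound for two days anaerobically before the ATP read; on the % scale 0 is the no-effect control and ±100 the full control effect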
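Killing of trophozoites was scored by loss of ATP luminescence after a 48 hrs anaerobic exposure to compounds at 37 deg C, using 100 cells per well.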
a7 integrin act – activates integrin-mediated alleviation for muscular dystrophy; alpha7betagal myoblasts, beta-gal FDG fluorescence, 48 h; Potency, µM (doses to about 38.3 µM), for inactives: at the top dose activation, hits mostly activators; hit rate 0.064% among 350,000; AID 624291;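 further: potency means the concentration at half of the fitted maximal effect; 100% = response of the positive control SU9516; nearly all actives have a fitted effect of over 60% in size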
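Alpha7betagal+/- myoblasts (passage 13) were plated 16-24 hr, then exposed to compounds (1:260 dilution of DMSO stock) for 48 hours at 37C. After MPER lysis, β-galactosidase reporter activity was read as FDG fluorescence (ex 480/em 540) after 30 minutes.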
ASM inhibitor – inhibitors of human secretory acid sphingomyelinase | placental ASM, HMU-PC fluorogenic substrate, 60 min | Potency, µM (top dose mostly 57.5 µM), inactives show top-dose activity change, negative = inhibition, most hits filed as inhibitors | hit rate 0.006% among 340,000 | AID 504937; further: potency means the concentration at half of the fitted maximal effect
Target sequence (P17405 47-631 limits assumed): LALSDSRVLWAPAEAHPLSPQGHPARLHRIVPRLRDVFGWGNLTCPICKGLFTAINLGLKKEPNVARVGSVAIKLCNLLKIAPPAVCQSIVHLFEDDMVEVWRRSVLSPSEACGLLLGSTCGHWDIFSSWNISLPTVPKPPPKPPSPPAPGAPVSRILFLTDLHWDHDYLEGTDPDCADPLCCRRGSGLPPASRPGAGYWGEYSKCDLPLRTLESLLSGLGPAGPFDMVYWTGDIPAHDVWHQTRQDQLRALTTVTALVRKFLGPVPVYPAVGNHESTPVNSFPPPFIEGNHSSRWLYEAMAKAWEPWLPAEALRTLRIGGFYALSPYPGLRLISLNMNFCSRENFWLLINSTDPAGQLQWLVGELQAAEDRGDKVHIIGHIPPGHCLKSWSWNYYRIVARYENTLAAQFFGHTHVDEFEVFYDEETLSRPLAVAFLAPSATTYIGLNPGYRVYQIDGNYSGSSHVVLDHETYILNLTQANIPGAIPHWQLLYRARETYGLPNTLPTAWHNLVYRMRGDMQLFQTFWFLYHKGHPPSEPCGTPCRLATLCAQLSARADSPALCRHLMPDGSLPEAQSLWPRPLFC
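Human placenta-derived ASM enzyme was preincubated with compound for 10 minutes at room temperature, then given fluorogenic substrate HMU-PC0 (9 uM final) for 60 minutes at 37 °C; a pH 10 stop preceded fluorescence reading at Ex 386/Em 447 nm.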
Menin-MLL TR inh – inhibitors of human menin-MLL interaction, mutant MLL peptide; Menin + Texas Red MLL mutant peptide, fluorescence polarization; Potency, µM (series often up to 61.6 µM), for the others: at the highest dose FP activity change, negative = inhibition, usual class: inhibitors; hit rate 0.23% among 270,000; active means well fitted inhibition curve with a large enough effect in the polarisation, with a control signal flat, not every such curve was filed as active; inconclusive means small, poorly fitted or top-dose-only effect, or effect the other way, or a change in a side signal; inactive means no such curve, though single readings can be large or run the other way; the % refers to the polarisation; further: potency means the concentration at half of the fitted maximal effect; % of control where 0% means no effect; many of its hits are not listed in these tables
B2AR arrestin – recruits beta-arrestin to the human beta2-adrenergic receptor | AID 492947 | Potency, µM (doses to about 46.1 µM), for the others: at the top dose activation, usual class: activators | beta-arrestin recruitment to beta2AR, cell-based reporter | hit rate 0.02% among 330,000 | P07550;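 further: potency means the concentration at half of the fitted maximal effect; 0% = DMSO controls and full agonism = EC100 isoproterenol or metaproterenol; nearly all actives have a fitted effect of over 65% in size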
Coupling enz – counter-screen for Giardia aldolase inhibitors: coupling enzyme system | coupling enzyme system counterscreen, AmpLite Red fluorescence | activity change, negative = inhibition, % at 58.2 µM, hits read low | hit rate 0.67% among 290,000; in the data active means activity change below about -30%; further: on the % scale 0 is the no-effect control and ±100 the full control effect
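Compounds tested against the coupling enzymes alone at 57.5 uM final; readout was AmpLite Red fluorescence (525/598 nm) after 20 min at RT.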
TSG101-PTAP inh – blocks PTAP/TSG101 interaction to inhibit HIV-1 budding; 340,000 tested, under 10 active; Potency, µM (series often up to 115 µM), without a hit: at the highest dose activity change, negative = inhibition, hits mostly inhibitors; Fluorescence polarization, FITC-PTAP peptide / Tsg101 binding; AID 493005; Q99816; active means well fitted inhibition curve with a large enough effect in the main read-out, with a control signal flat, not every such curve was filed as active; inconclusive means small, poorly fitted or top-dose-only effect, or effect the other way, or a change in a side signal; inactive means no such curve, though single readings can be large or run the other way; further: potency means the concentration at half of the fitted maximal effect; % of control where 0% means no effect
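FP read-out: FITC-PTAP peptide, 50 nM final, binding Tsg101 binding domain, 10 uM final; 20 min, r.t.; 10 mM HEPES pH 7.5, 0.15 M NaCl, 0.01% Tween 20, 3 mM EDTA, 0.1 mM TCEP.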
* hit, by the source's call; ? = inconclusive; . = no result given; [ ] = remark or other dose. Unless noted, the call rests on the fitted dose curve; in most records, active means well fitted curve in the direction sought with a large enough effect; inconclusive means small, poorly fitted or top-dose-only effect, or another doubt; inactive means no such curve, though single readings can be large; an effect the other way counts as inactive or inconclusive.

Each structure is followed by: GALK inh	Chronic BCR inh	Tb PFK block	PKM2 act	Giardia killer	a7 integrin act	ASM inhibitor	Menin-MLL TR inh	B2AR arrestin	Coupling enz	TSG101-PTAP inh
COc1ccc(C2=Nn3c(nnc3-c3ccccc3Cl)SC2)cc1OC1CCCC1
  .	?	9%	.	-3	.	-23%	.	-0.1%	.	-5%
Cc1ccc(C(=O)COC(=O)CNS(=O)(=O)c2ccc(C)cc2)cc1
  -4%	-1%	-2%	-3%	1	0%	-4%	6%	-1.3%	0	-2%
CC(=O)c1ccc(N/N=C(/C(N)=O)C2=NC(C)(C)Cc3ccccc32)cc1
  .	0%	-1%	-3%	2	-25%	-5%	18%	-0.1%	-2	-1%
COC(=O)[C@@H](CC(C)C)N(Cc1ccccc1)S(=O)(=O)N(Cc1ccccc1)[C@@H](CC(C)C)C(=O)OC
  .	0%	-5%	.	-13	-28%	-1%	.	0.0%	.	-6%
O=C(/C=C/c1cc(Br)ccc1O)c1ccco1
  -6%	?	0%	1%	?	-56%[inhibitor]	-5%	.	-0.6%	0	-7%
COc1cccc(C(=O)NCCCNC(=O)c2ccccn2)c1
  3%	-5%	14%	-9%	-13	-12%	0%	-1%	-0.1%	0	-6%
S=c1[nH]nc(COc2ccc(Cl)cc2)n1-c1ccccc1
  1%	-3%	2%	-6%	-3	3%	0%	11%	-0.8%	5	-1%
Cc1ccc2nc(Cl)c(C3CC(c4cccs4)=NN3C(=O)CCCC(=O)O)cc2c1 (stereo not drawn)
  -3%	1%	-13%	6%	4	0%	-15%	6%	?	1	1%
O=C(C1=C(O)C(=O)N(Cc2ccco2)C1c1cccc(O)c1)c1ccco1 (stereo not drawn)
  2%	-3%	0%	2%	3	-83%[inhibitor]	1%	2%	-0.5%	-5	0%
COc1cccc(C2=CC(c3ccc(OC)c(OC)c3OC)n3nnnc3N2)c1 (stereo not drawn)
  2%	?	1%	-1%	-3	5%	24%	20%	9.1%	2	-3%
Cc1cccc(CN2CCC(CNC(=O)CCNC(=O)Cn3ccc4ccccc4c3=O)CC2)c1
  1%	-3%	6%	0%	1	9%	7%	-4%	-0.4%	5	-5%
CC(=O)Nc1ccc(S(=O)(=O)NCCC(=O)N2CCC(Cc3ccccc3)CC2)cc1
  .	?	-2%	.	-6	19%	1%	.	0.0%	.	-2%
COc1ccc(NS(=O)(=O)c2cc(NC(=O)c3ccco3)ccc2N2CCCC2)cc1
  -3%	1%	-2%	0%	0	16%	1%	2%	-0.2%	3	0%
CCN(CC)S(=O)(=O)c1cccc(C(=O)OCC(=O)N2CC(=O)Nc3ccccc32)c1
  -3%	-6%	8%	1%	-6	20%	-2%	0%	-1.0%	0	-2%
CN(C)S(=O)(=O)N(CC(=O)N1CCOCC1)c1ccccc1
  0%	1%	-4%	28%	-13	16%	3%	2%	0.2%	6	-11%
COc1ccc(-n2nnnc2SCC(=O)Nc2nnc(C)s2)cc1
  1%	9%	-2%	0%	-12	2%	5%	-12%	-0.5%	6	-5%
COc1ccccc1N(CC(O)CN1C(C)CCCC1C)S(=O)(=O)c1ccccc1 (stereo not drawn)
  1%	0%	0%	0%	1	1%	0%	0%	-0.1%	0	1%
CCN(CC)C(=O)CSc1nc2ccccc2c(=O)n1CCC(=O)N1CCN(c2ccccc2)CC1
  0%	-3%	0%	1%	8	8%	1%	-15%	0.0%	5	-3%
Cc1ccc(S(=O)(=O)N2CCN(C(=O)C3CCCC3)CC2)cc1C
  .	-4%	4%	.	10	-8%	-3%	-27%	-0.1%	3	0%
CC(=O)N1CCc2cc(S(=O)(=O)NC(CC(C)C)C(=O)N3CCCC3)ccc21 (stereo not drawn)
  1%	1%	0%	.	12	-17%	2%	-6%	-0.2%	-2	-4%
Nc1c(C(=O)Nn2cnnc2)cc([N+](=O)[O-])cc1[N+](=O)[O-]
  0%	10%	4%	7%	.	.	.	28%	-0.1%	8	.
Cc1cccc2cc(C#N)c(NCCNC(=O)NC3CCCCC3)nc12
  -3%	20%	-11%	-1%	-18	2%	429%[activator]	-12%	-0.5%	1	-5%
CC(C)Oc1ccc(S(=O)(=O)N2CCCCC2)cc1NC(=O)CN1CCCC1c1cccs1 (stereo not drawn)
  .	5%	0%	.	4	-2%	7%	.	0.0%	.	-4%
COc1cc(C(=O)NCCN2CCOCC2)cc(OC)c1OC
  3%	-23%	-2%	-3%	-2	7%	2%	7%	-3.3%	3	-4%
COc1ccc2c(n1)Sc1nc3ccccc3nc1N2
  1%	26%	-8%	-6%	4	-10%	-6%	?	0.3%	-2	?
O=C(NCC1COc2ccccc2O1)c1cc(S(=O)(=O)N2CCOCC2)ccc1F (stereo not drawn)
  .	?	-5%	.	-25	6%	0%	.	0.0%	.	0%
Cc1c(C(=O)NCCSCc2ccco2)cccc1[N+](=O)[O-]
  1%	?	-1%	1%	7	2%	3%	3%	-1.5%	2	-2%
CCc1ccc(NC(=O)C2C3C=CC(C4CC34)C2C(=O)O)cc1 (stereo not drawn)
  -3%	13%	0%	-6%	-16	-28%	2%	1%	-0.4%	6	-4%
CCCc1cc(=O)[nH]c(SCC(N)=O)n1
  0%	-1%	-3%	-3%	7	-27%	2%	-8%	-0.6%	1	-1%
C=CCn1c(SCC(=O)c2ccc(OC)cc2)nnc1-c1cc2cccc(OC)c2o1
  -1%	-11%	1%	-6%	16	-5%	-2%	-19%	-0.2%	1	1%
CCN(C(=O)c1cc(S(=O)(=O)N2CCOCC2)cn1C)c1cccc(C)c1
  .	0%	-1%	-1%	-1	8%	-5%	4%	0.3%	4	0%
COc1cc(OC)cc(-c2cc3cc4c(cc3cn2)OCO4)c1
  .	?	12%	.	?	25%	-14%	.	-0.6%	.	.
CCOC(=O)C1CCN(Cc2cc(=O)oc3cc(C)ccc23)CC1
  -1%	-8%	5%	.	-12	?	-2%	-19%	0.1%	3	-1%
COc1ccc(NC(=O)Nc2cccc(Cl)c2Cl)c(OC)n1
  -3%	5%	6%	-4%	0	4%	-2%	.	-0.3%	-4	2%
Cc1ccc(C(=O)O)cc1-c1ccc(C=C2C(=O)c3ccccc3C2=O)o1
  2%	?	?	-1%	-4	-7%	8%	?	-0.6%	-2	1%
Fc1ccc(-c2nnn(Cc3ccccc3Cl)n2)cc1
  -1%	1%	2%	.	6	-15%	-5%	11%	0.3%	0	-1%
NNC(=O)C1CC1c1ccccc1 (stereo not drawn)
  1%	0%	3%	7%	-18	-16%	0%	-17%	-2.9%	1	-11%
CN(C)CCCN(C(=O)COc1ccccc1)c1nc2ccc(F)cc2s1
  0%	?	-2%	-5%	14	16%	-1%	-4%	-0.2%	-1	0%
Cc1ccccc1NS(=O)(=O)c1ccc(C(=O)N2CCN(c3ccccn3)CC2)cc1
  3%	3%	-3%	6%	2	0%	4%	-10%	0.1%	0	-4%
Cc1cc2c(ncn2C)c(NS(=O)(=O)c2ccc(Cl)cc2)c1C
  0%	?	0%	1%	-18	-10%	0%	1%	-0.2%	-5	-2%
Cc1ccc2c(c1)N(CCC(=O)NCCN1CCOCC1)C(=O)CO2
  3%	?	-4%	3%	2	-9%	1%	7%	-0.8%	1	3%
CCOC(=O)/C=C1\CC(C(=O)OCC)Oc2ccccc21 (stereo not drawn)
  .	0%	-5%	.	50[activator]	22%	-8%	-14%[94.6 µM]	0.1%	-3	1%
CNC(=O)/C(=C\c1ccc([N+](=O)[O-])cc1)NC(C)=O
  -1%	-5%	0%	-2%	-18	13%	3%	-7%	0.0%	0	0%
C[C@]12C=C[C@H](O)CC1=CCC1C2CC[C@@]2(C)C1CCC21OCCO1 (stereo partly drawn)
  .	-26%	19%	.	-19	-18%	-4%	.	-0.7%	.	0%
O=C(c1ccccc1O)N1N=C(c2ccccc2)CC1(O)C(F)(F)F (stereo not drawn)
  -1%	?	-2%	-3%	4	-5%	-3%	1%	0.0%	0	-1%
O=C(NC1CCCCCCC1)C1=COCCO1
  4%	-25%	-6%	-2%	-18	-2%	5%	-8%	-0.2%	0	-2%
CCOc1ccc(CCNC(=O)c2ccc3c(=O)[nH]c4c(C(=O)NC(C)C)sc(=S)n4c3c2)cc1
  -25%	0%	1%	.	-25	6%	-1%	.	-0.6%	.	1%
Cn1c(N)c(C(=O)COC(=O)/C=C/c2cccc(F)c2)c(=O)n(C)c1=O
  .	0%	-1%	.	?	-15%	-11%	.	0.2%	.	-8%

Only part of the results is shown; count on the stated rates, not on these rows.
